IEC-6 cytotox – counter-screen for KLF5 inhibitors: cytotoxicity in IEC-6 cells; IEC-6 cytotoxicity, luminescence viability; inhibition, % at 5 µM; 0.78% of 290,000 active; AID 1825; in the data active = inhibition above about 22%;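 note: 0% = plate median of test compound wells and 100% = cytotoxic reference compound wells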
HSF1 inhib – HSF1 inhibition; NIH3T3-HGL HSE-luciferase, MG132-induced, luminescence 8 h; active compounds read low; 0.77% of 300,000 active; activity change, negative = inhibition, % at 7.5 µM (by protocol); AID 2098;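 active = more than half of replicate wells show activity change below -50%, luminescence cut by over half; inconclusive = some wells, but at most half, below -50%; inactive = no replicate well below -50%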;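 note: luciferase reports HSF-1 transcriptional activity via heat shock element; 0% = median of DMSO wells and -100% = zero luminescence signal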
Platelet DG rel – modulates dense granule release in human platelets | inhibition, %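 (compounds screened at 7.5 µM in platelet-rich plasma)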 | 0.22% of 300,000 active | human platelet-rich plasma, SFLLRN dense granule ATP release, luminescence;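 active = mean replicate score, as percent of positive control, at or above 50; inconclusive = mean below 50 but at least one replicate at or above 50; inactive = mean and every replicate below 50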
aSyn 5UTR inh – MLPCN primary screen, SNCA 5' untranslated region | 0.82% of 300,000 active | alpha-synuclein 5'UTR reporter, inhibitor activity | inhibition, % (tested at 7.5 µM) | AID 1813; in the data active = inhibition above about 60%; inconclusive = no clear call, values can overlap the other calls;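 note: H4 neuroglioblastoma cells stably carrying SNCA 5'UTR luciferase fusion; 0% = DMSO wells and 100% = positive control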
HIF activator – HIF pathway transcriptional activation; U2OS HRE-luciferase reporter, luminescence; normalized: DMSO 0%, desferrioxamine 100%; AID 1910; 0.32% of 300,000 active; activation, % at 7.5 µM (by protocol);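 active = mean activation of at least 10% of the iron chelator positive control signal, with at least half of replicates also reaching 10%; inconclusive = mean and replicate majority disagree about reaching 10%; inactive = mean and most replicates under 10%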
KLF5 inh – inhibitors of KLF5 expression. DLD-1 KLF5 promoter-luciferase reporter, luminescence. 0.23% of 290,000 active. inhibition, % at 5 µM;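 active = inhibition above a per-plate limit of that plate's mean compound inhibition plus 3 SD, cut at about 60% in these data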;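 note: 0% = DMSO wells and 100% = LY294002 at 200 µM; higher means less KLF5 promoter-driven luciferase light; inactives centre near -14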
SKKanGAS inh – blocks kanamycin growth of S. pyogenes SKKanGAS strain | BacTiter-Glo, 6 h | inhibition, % at 7.5 µM | 1.3% of 300,000 active;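 active = mean replicate score, as percent of positive control median, at least 50; inconclusive = mean below 50 but one replicate at or above 50; inactive = mean and every replicate below 50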;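 note: strain carries kanamycin resistance gene driven by streptokinase promoter and grows in 40 µg/ml kanamycin; loss of luminescence reflects streptokinase promoter inhibition or plain growth inhibition; 0% = median of DMSO wells and 100% = positive control at its reference dose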
HSF1 activator – increases HSF-1 driven luciferase reporter signal; NIH3T3-HGL HSF-1 luciferase reporter, MG132, 8 h; 100% = twice DMSO control signal; AID 504408; activation, % at 9 µM; 1.7% of 300,000 active;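 active = mean replicate activation of at least 50% with a set share of replicates each reaching 50%; inconclusive = only one of those two conditions met; inactive = mean below 50% and too few replicates reaching it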;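 note: 0% = median of the neutral control wells and 100% = twice that signal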
HSP90 inh – inhibitors of HSP90 luciferase refolding in rabbit reticulocyte lysate | luciferase refolding luminescence, 3 h | inhibition, % at 5.6 µM | 0.91% of 290,000 active | AID 1789;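 active = inhibition above the screen-wide mean plus 3 SD, computed separately per campaign, cut at about 16% in these data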;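 note: 0% = DMSO wells and 100% = 60 µM geldanamycin wells; inhibitors lower the luminescence because luciferase stays unfolded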
AI-2 QS mod – modulates the Vibrio harveyi AI-2 quorum sensing system; AID 2094; activity change, % at 7.5 µM; 0.4% of 300,000 active; Vibrio harveyi JMH597 AI-2 luminescence/OD600 ratio, 9 h; active compounds read low; strain lacks LuxN and CqsS sensors; 0 = neutral-control median; in the data active = activity change below about -75%, passing the limit was not always enough; inconclusive = no clear call, values can overlap the other calls;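 note: luminescence divided by OD600 gain over 9 h not by final OD600 alone; inactives centre near 13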
Numbers without * were called inactive; ? = inconclusive; nt = no result given.

SMILES	IEC-6 cytotox	HSF1 inhib	Platelet DG rel	aSyn 5UTR inh	HIF activator	KLF5 inh	SKKanGAS inh	HSF1 activator	HSP90 inh	AI-2 QS mod
COc1ccc(C2=NN(c3ccccc3)C(c3ccc(OC)c(OC)c3)C2)cc1 (centres undefined)	-2	39	-5	-76	-16	-110	-11	71*	4	16
COc1ccc(CC2(CO)CCN(Cc3ccncc3)CC2)cc1	12	-3	3	21	0.2	-7	-5	6	2	18
O=C(OCc1nc2ccccc2s1)c1cnccn1	4	2	19	-134	1.9	8	4	19	2	?
O=C1/C(=C/c2cccnc2)Sc2ccccc21	5	-2	0	-16	0.2	-31	-3	5	3	-11
NS(=O)(=O)c1ccc(CCNC(=O)c2ccc3c(c2)OCO3)cc1	6	-6	-21	-5	0.2	-14	0	-3	-4	16
CCCCN1CCCC1CNC(=O)c1cc(C#N)c2ccccc2c1OC (centres undefined)	0	3	5	-26	-0.4	-25	-1	-13	0	6
Fc1ccc2nc3n(c2c1F)CCCCCC3	2	-18	-6	15	-0.4	-12	0	-6	-2	26
CCOc1ccc(-n2ccnc2)nn1	-1	-2	2	9	0.1	-26	10	-6	1	14
O=C(Nc1ccc(S(=O)(=O)Nc2ncccn2)cc1)c1ccc(Br)s1	-3	-3	2	25	-0.5	-18	-3	25	-1	nt
O=C(Nc1ccccc1)N(Cc1ccc2c(c1)OCO2)Cc1nc2ccccc2c(=O)[nH]1	5	20	1	-14	2.2	-9	22	50	0	31
CC(=O)N1CCN=C1SCc1ccc(C)cc1	1	-2	37	0	nt	6	5	-3	0	24
COc1ccc(CN(C)C(=O)CNC(=O)c2ccc3ccccc3c2)c(OC)c1	4	-5	2	-2	-7.9	2	-2	-11	1	11
COc1ccccc1N1CCN(CC(=O)Nc2c(C)n[nH]c2C)CC1	0	0	1	-2	-0.2	-23	-5	-13	-1	28
CCNC(=S)N1CCN(CCN=CC2=C(O)CC(C)(C)CC2=O)CC1	0	-2	0	-7	-0.7	9	10	-12	1	7
Cc1ccc(S(=O)(=O)N(C)S(=O)(=O)c2ccc(C)cc2)cc1	nt	4	-2	2	-0.9	nt	26	29	nt	17
CNC(=O)c1ccc(-n2nc(C)cc2-c2ccccc2)cc1	-2	0	10	19	-0.6	-35	0	13	-7	-8
Cc1c(O)ccc(/C(Cc2ccc3ccccc3n2)=N\O)c1O	9	38	0	-76	2.0	-58	13	70*	1	7
O=C(O)c1ccc(S(=O)(=O)c2ccc3c(c2)C(=O)N(CC2CCCO2)C3=O)cc1 (centres undefined)	2	-5	12	-31	-0.2	16	3	1	1	16
COc1ccc(NC(=O)C2CCC(=O)N2)cc1 (centres undefined)	2	-6	10	-15	-0.1	-55	2	4	2	18
COc1ccc(CNC(=O)C(C)N2CCN(c3ccc(C(C)=O)cc3)CC2)cc1 (centres undefined)	-1	-5	-5	16	-0.4	-4	-5	15	2	17
C=CCN1C(=O)/C(=C/c2ccsc2)SC1=S	-4	-9	3	-15	0.3	-24	5	-11	2	26
COc1cccc(C(C(=O)NC(C)(C)C)N(CCC(C)C)C(=O)CCC(=O)Nc2cc(C)on2)c1OC (centres undefined)	3	4	0	-3	-0.2	-5	-4	1	-1	32
O=c1ccc2cc(S(=O)(=O)N3CCN(c4ccccc4F)CC3)ccc2o1	-2	-1	-6	24	0.2	-2	-10	13	-1	13
CN(C(=O)COc1cc(C(F)(F)F)nn1C)c1ccccc1	-7	-3	-3	11	-0.3	-15	-5	-2	3	24
O=C(CCCOc1ccc(Cl)cc1)NC1CCCCC1	-4	2	20	1	-2.1	-37	-1	-1	-3	1
COc1ccccc1C(=O)NC(=O)COC(=O)c1ccc(Cl)nc1	nt	-7	2	9	-0.2	nt	-7	4	nt	36
NC(=O)CSc1nnc(COc2ccccc2)n1N	-5	-12	-9	-6	-0.1	0	-6	-21	3	12
CC(C)[C@H](NC(=O)c1c(F)cccc1F)C(=O)N1CCN(c2ccc(F)cc2)CC1	-5	-6	-5	4	-4.2	-21	-3	2	1	12
Cc1c(NC(=O)c2cc(CC(C)C)on2)c(=O)n(-c2ccccc2)n1C	-5	-4	-10	-9	-0.3	-33	-1	11	-3	3
Cc1ccc(S(=O)(=O)N2CCN(C(=O)C(C)Cn3nc(C)c(C)c3C)CC2)cc1 (centres undefined)	-4	2	1	-1	-0.7	13	0	2	-1	nt
O=C1CCN(Cc2ccc(Br)cc2)CCN1CCO	3	2	0	6	-0.5	-6	5	1	2	-6
O=C(c1cnn2cccnc12)N1CCN(c2ccccc2)CC1	6	1	9	-64	1.6	-8	0	19	0	3
COc1ccc(N2CCN(C(=O)COc3ccc4c(C)cc(=O)oc4c3)CC2)cc1	-6	3	-3	-3	0.0	-36	-5	-9	-4	34
Cc1cc(C)nc(N2CCCC(C(=O)Nc3nnc(C(C)(C)C)s3)C2)n1 (centres undefined)	-6	-1	-4	-1	0.4	-39	-3	16	-4	12
c1ccc(-c2csc(NC3CCCCC3)n2)cc1	-6	7	9	-92	0.3	-159	-2	31	0	nt
CNC(=S)N1CCC(Cc2ccccc2)CC1	4	-11	5	-17	0.1	-28	9	10	-4	10
O=C(Nc1ncc2c(n1)CC(c1ccc(Cl)cc1)CC2=O)c1ccco1 (centres undefined)	-3	14	-28	23	-0.6	2	-3	-7	-6	2
O=C(Cc1ccccc1)NC1CCN(Cc2ccccc2)CC1	-7	-1	9	-12	-0.2	3	-12	-13	4	10
COc1ccccc1Nc1nc(-c2cccc([N+](=O)[O-])c2)cs1	-4	-2	17	-77	1.9	-54	-20	14	2	7
Cc1ccc(-c2oc3ccccc3c(=O)c2O)cc1	-1	-49	-2	-59	1.6	-11	42	-57	-4	5
COC(=O)c1cc(NC(=O)CSc2nncn2C)cc(C(=O)OC)c1	-1	-6	-3	-12	0.3	-24	-5	-13	0	45
CN1CCN(C(CNC(=O)Nc2ccc(Cl)cc2)c2ccc(F)cc2)CC1 (centres undefined)	6	-1	3	-13	0.3	-47	-1	-7	-1	-2
C=CCNC(=S)Nc1ccc(Br)cc1F	4	8	0	-32	0.4	-31	8	12	-5	22
CSc1nc(=O)n(-c2ccccc2)c(C)c1C(C)=O	1	3	1	-25	0.5	-24	-6	-1	0	33
CCCCOc1cc(C)nc(NCc2ccccc2)n1	-2	1	-5	-9	0.1	-5	14	-6	4	20
COc1cc(NC(=O)c2ccccc2)c(OC)cc1NC(=O)Cc1cccs1	-3	-7	-1	14	0.0	-18	3	2	2	33
C/C(=N\Nc1ncc(Cl)cc1Cl)c1cccs1	-4	-26	9	-92	3.2	-52	-6	-34	3	19
C=CCn1c(SCC(=O)Nc2ccc3c(c2)CCC3)nc2ccccc2c1=O	-1	6	3	24	-0.4	6	1	22	4	14
Cc1ccc(/C=C2/NC(=O)N(Cc3ccccc3)C2=O)s1	4	-6	0	-15	0.1	-33	-5	-12	6	17
Cc1cccc(-c2nnc(N)s2)c1	0	-5	1	-7	0.3	-28	-3	8	-5	13
Cc1cc(Cl)cc(Br)c1OCCCNCC(C)O (centres undefined)	3	-1	-4	24	0.1	-5	-6	-4	6	22
COc1ccc(-c2nnc(Nc3ccc(S(=O)(=O)Nc4nccs4)cc3)c3ccccc23)cc1	0	-3	-1	12	0.1	-21	6	-17	3	6
CCOC(=O)c1sc2ncn(C(C)C(=O)OCC)c(=O)c2c1C (centres undefined)	-2	2	-4	-16	0.7	-33	-2	10	3	15
Cc1ccc(S(=O)(=O)N2CC(=NN=C(N)N)C2)cc1	7	-2	-1	10	-0.6	-19	10	-2	2	nt
N#C/C(=C\c1ccncc1)c1nc2ccccc2[nH]1	5	15	4	-77	0.1	-15	0	20	-1	15
Cc1ccccc1C(=O)NNC1=NCCC1	2	-9	11	22	-0.2	-13	-4	4	6	nt
COc1ccc(C(=S)N2CCOCC2)cc1OC(=O)c1ccccc1	2	-2	-2	-2	0.4	7	-6	-11	-1	3
Clc1ccc(-c2noc(CSc3nnc(-c4ccncc4)n3-c3ccccc3)n2)cc1	4	19	-5	-9	0.9	2	-14	-11	4	6
Cn1c(N)c(C(=O)COC(=O)C(Cc2ccccc2)NC(=O)c2ccccc2)c(=O)n(C)c1=O (centres undefined)	-1	1	1	-9	-0.3	-17	0	-1	2	16
COc1cccc(CN2CCCC(C(=O)c3ccc4c(c3)OCO4)C2)c1OC (centres undefined)	-5	2	2	-13	-0.1	-22	5	10	-3	-3

(list continues)
SMILES	IEC-6 cytotox	HSF1 inhib	Platelet DG rel	aSyn 5UTR inh	HIF activator	KLF5 inh	SKKanGAS inh	HSF1 activator	HSP90 inh	AI-2 QS mod
O=C(CCC1CCCC1)Nc1cccn(Cc2ccccc2Br)c1=O	2	3	-13	7	-0.5	-13	5	-5	0	-21
COc1ccc(-c2oc3cccnc3c2C#CC2(O)CCCCC2)cc1	5	9	-1	8	1.2	-35	57*	9	2	24
CNc1ccc(OC)cc1-n1cnc(-c2ccc([N+](=O)[O-])cc2)c1	9	-3	-7	22	-25	-8	0	-2	3	2
O=C(NCc1cccnc1)c1ccc(Cl)c(Cl)c1	0	-11	20	-8	-0.1	-1	2	-10	-2	7
Cc1cc(OCC(=O)N(Cc2ccccc2)C2CCS(=O)(=O)C2)ccc1Cl (centres undefined)	-9	4	-4	8	0.5	-5	-3	8	-2	9
COc1ccc(CCC(=O)NCc2ccco2)cc1	1	-1	-3	-10	1.3	-24	-4	-17	3	17
O=S1(=O)CCC(N=Cc2ccc(-c3ccc(Cl)cc3)o2)C1 (centres undefined)	-1	13	0	-8	0.0	-6	-6	28	-4	87
O=C(CSc1ccc2nnc(-c3ccccn3)n2n1)Nc1ccc2c(c1)OCCO2	-8	-2	-8	-13	0.1	-36	3	5	-5	18
Cc1ccc2c(c1)N(CC(=O)NCc1cccnc1)C(=O)CO2	-3	2	-2	-19	-0.5	-10	11	1	-2	-13
COc1cc(/C=C2/C(=O)NN(c3cccc(Cl)c3)C2=O)cc(Br)c1O	-10	-2	-6	-17	-39	-54	4	2	5	6
CN(C)/C=C(/C(=O)c1ccccc1Cl)S(=O)(=O)c1ccccc1	-5	8	-8	6	0.6	-25	0	10	2	22
COc1cc(-c2nnc(COC(=O)CSCC(=O)Nc3cc(C)on3)o2)cc(OC)c1OC	nt	-5	7	-4	-0.3	nt	-12	6	nt	17
Cc1onc(-c2ccccc2Cl)c1C(=O)N(Cc1nc(-c2ccccc2)no1)C1CCCCC1	-2	6	-8	6	0.0	-9	10	-1	0	28
O=C1C(Cl)=C(Nc2ccc(F)cc2)C(=O)N1CCc1ccccc1	0	18	2	-39	1.6	-3	5	37	-7	40

No new results follow: an excerpt of the list.
SMILES	IEC-6 cytotox	HSF1 inhib	Platelet DG rel	aSyn 5UTR inh	HIF activator	KLF5 inh	SKKanGAS inh	HSF1 activator	HSP90 inh	AI-2 QS mod
COc1cc(/C=C2/C(=O)NN(c3cccc(Cl)c3)C2=O)cc(Br)c1O	-10	-2	-6	-17	-39	-54	4	2	5	6
CN(C)/C=C(/C(=O)c1ccccc1Cl)S(=O)(=O)c1ccccc1	-5	8	-8	6	0.6	-25	0	10	2	22

From PubChem
